Bioassay records as filed in PubChem BioAssay.
BLM helicase inh = blocks DNA unwinding by human BLM helicase; recombinant BLM DNA unwinding, fluorescence dequenching; P54132; Potency, µM (series often up to 56.1 µM), for the others: at the top dose activity change, negative = inhibition, usual class: inhibitors; 350,000 tested, 0.2% active;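 also: plate controls were vehicle for no effect and no enzyme for full effect; nearly all actives have a fitted effect of over 35% in size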
Pol eta inh = inhibitors of human DNA polymerase eta; Q9Y253; 390,000 tested, 1.2% active; recombinant Pol eta, fluorescent DNA replication assay; Potency, µM (doses to about 114 µM), without a hit: top-dose activity change, negative = inhibition, usual class: inhibitors; AID 588591; also: % is scaled to controls: 0 for no effect and ±100 for the full control effect
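Pol eta (10 nM) was preincubated with compounds for 15 min at room temperature, after which fluorescent replication substrate (50 nM final) was added to start the reaction. Fluorescence was read kinetically at 0 and 10 min.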
Apoferritin bind = binds horse apoferritin like a general anesthetic; P02791; apoferritin/1-aminoanthracene competitive binding, fluorescence; Potency, µM (highest dose often 77.5 µM), inactives show top-dose activity change, negative = displacement, most hits filed as inhibitors; 350,000 tested, 0.074% active; AID 485281; also: % is scaled to controls: 0 for no effect and ±100 for the full control effect; nearly all actives have a fitted effect of over 20% in size
Target sequence (P02791 2-175 limits assumed): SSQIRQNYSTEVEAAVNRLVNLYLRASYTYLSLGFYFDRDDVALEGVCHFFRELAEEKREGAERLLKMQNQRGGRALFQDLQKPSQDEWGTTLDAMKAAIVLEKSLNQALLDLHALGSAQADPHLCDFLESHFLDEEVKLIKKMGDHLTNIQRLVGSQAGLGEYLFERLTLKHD
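10 uM apoferritin + 50% sat. 1-AMA, PBS; cpd 10 min RT; Ex380/Em535 endpoint; normalized to free probe vs complex; 4-param Hill fit; propofol titration as pos. ctrl.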
POLI inh = inhibitors of human DNA polymerase iota. Pol iota fluorescent replication assay, 10 min. Potency, µM (series often up to 115 µM), for the others: top-dose activity, negative = inhibition, actives largely listed as inhibitors. 390,000 tested, 1% active. AID 588590
Target sequence (Q9UNA4 whole entry, looked up): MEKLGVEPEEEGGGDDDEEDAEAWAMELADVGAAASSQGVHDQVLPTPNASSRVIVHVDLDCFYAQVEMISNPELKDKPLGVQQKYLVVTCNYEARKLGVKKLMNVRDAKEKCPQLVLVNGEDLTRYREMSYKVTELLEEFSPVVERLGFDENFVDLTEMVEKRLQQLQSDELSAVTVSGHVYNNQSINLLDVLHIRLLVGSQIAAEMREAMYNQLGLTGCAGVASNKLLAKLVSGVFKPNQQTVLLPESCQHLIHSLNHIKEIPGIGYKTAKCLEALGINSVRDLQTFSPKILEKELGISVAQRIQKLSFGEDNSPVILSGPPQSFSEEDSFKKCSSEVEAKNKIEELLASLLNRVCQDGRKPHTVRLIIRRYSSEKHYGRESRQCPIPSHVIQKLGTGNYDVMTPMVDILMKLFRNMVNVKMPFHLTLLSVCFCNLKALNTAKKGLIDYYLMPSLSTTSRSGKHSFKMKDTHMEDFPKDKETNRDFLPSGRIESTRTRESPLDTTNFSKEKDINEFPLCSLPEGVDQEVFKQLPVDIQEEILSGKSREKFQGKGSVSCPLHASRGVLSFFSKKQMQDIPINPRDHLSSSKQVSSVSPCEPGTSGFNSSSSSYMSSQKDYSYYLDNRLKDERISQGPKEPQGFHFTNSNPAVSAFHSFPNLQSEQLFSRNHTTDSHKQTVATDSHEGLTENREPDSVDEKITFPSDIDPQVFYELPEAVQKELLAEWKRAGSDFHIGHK
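Fluorescent replication assay read twice, at 0 min and 10 min after adding 50 nM (final) substrate. Enzyme (10 nM) and compounds were first incubated 15 min at room temperature; enzyme-free buffer wells were negative controls.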
APE1 inh = blocks human APE1 abasic DNA cleavage; Potency, µM (doses to about 65.8 µM), without a hit: at the top dose activity change, negative = inhibition, hits mostly inhibitors; P27695; recombinant APE1, TAMRA/BHQ-2 abasic DNA cleavage fluorescence; 350,000 tested, 0.35% active;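 also: plate controls were vehicle for no effect and reference inhibitor for full effect; nearly all actives have a fitted effect of over 55% in size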
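APE1 at 0.75 nM preincubated 15 min at room temperature with compound. Reaction then started with 50 nM double-stranded THF-abasic substrate labelled with TAMRA/BHQ-2, and 525/598 nm fluorescence read kinetically. Activity taken as third-minus-first read difference, normalized to DMSO and NSC13755 controls.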
G9a inh = blocks human histone lysine methyltransferase G9a | Q96KQ7 | G9a H3K9 monomethylation, AlphaScreen, 2 h | Potency, µM (top dose mostly 102 µM), for inactives: at the highest dose activity, negative = inhibition, actives largely listed as inhibitors | 350,000 tested, 8.8% active; also: % is scaled to controls: 0 for no effect and ±100 for the full control effect; nearly all actives have a fitted effect of over 75% in size
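G9a (20 nM) was preincubated 15 min with compound, then reacted 2 h at room temperature with 500 nM biotin-H3K9 peptide and 20 µM SAM. Monomethyl-H3K9 detected by AlphaScreen using anti-H3K9me1 antibody.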
POLB inh = DNA polymerase beta (human) inhibition; P06746; Pol beta primer extension/strand displacement, fluorescence kinetic; Potency, µM (series often up to 114 µM), for the others: top-dose activity change, negative = inhibition, hits mostly inhibitors; 340,000 tested, 1.3% active; AID 485314; also: % is scaled to controls: 0 for no effect and ±100 for the full control effect
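Pol beta (10 nM) and compounds were preincubated 15 min at room temperature, then 50 nM substrate (final) started primer extension/strand displacement. Reads were taken at 0 and 10 min; concentration-response data were fitted to a four-parameter Hill equation.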
BAZ2B block = blocks human BAZ2B. Q9UIF8. AlphaScreen BAZ2B-H3K14Ac peptide displacement. Potency, µM (titrated, usually from 114 µM), for the others: top-dose activity change, negative = inhibition, most hits filed as inhibitors. 360,000 tested, 4.4% active. AID 504333; also: % is scaled to controls: 0 for no effect and ±100 for the full control effect; nearly all actives have a fitted effect of over 60% in size
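Compounds, titrated to a top concentration of 110 uM, were incubated 30 min at room temperature with preformed BAZ2B/acetyl-K14 H3 peptide complex (50 nM each). Proximity signal was measured by AlphaScreen after 20 min with beads.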
POLK inh = DNA polymerase kappa (human) inhibition. 400,000 tested, 0.53% active. Q9UBT6. AID 588579. Potency, µM (top dose mostly 107 µM), for inactives: at the top dose activity, negative = inhibition, actives largely listed as inhibitors. purified Pol kappa, fluorescent DNA synthesis assay, 10 min; also: % is scaled to controls: 0 for no effect and ±100 for the full control effect
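Kinetic fluorescence readout at 0 and 10 min followed reaction start with substrate at 50 nM final. Beforehand, enzyme (10 nM Pol kappa) stood 15 min with compound at room temperature; buffer-only wells were negative controls.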
An asterisk follows results filed as active; ? = inconclusive; · = not tested or not shown; & = joins results of further samples; ! = repeats disagree; [ ] = another dose, or the depositor's remark. Calls follow the shape of the dose curve; as a rule, active = well fitted curve in the direction sought with a large enough effect; inconclusive = small, poorly fitted or top-dose-only effect, or another doubt; inactive = no such curve, though single readings can be large; an effect the other way counts as inactive or inconclusive. Potency is read from the fitted curve at half-maximal effect. This is a subset (hit frequency here may not be typical).

Order of values: BLM helicase inh	Pol eta inh	Apoferritin bind	POLI inh	APE1 inh	G9a inh	POLB inh	BAZ2B block	POLK inh
CC1(C)OC2CC3C4CC(F)C5=CC(=O)C=CC5(C)C4(F)C(O)CC3(C)C2(C(=O)CO)O1 (configuration not stated)
 : -1%	-17%	1%	-21%	2%	-5%[2.33 µM]	27%	10%	5%
NS(=O)(=O)c1cc2c(cc1C(F)(F)F)N[C@H](Cc1ccccc1)NS2(=O)=O
 : -3%[21.4 µM]	·	3%[29.3 µM]	·	·	29%[21.5 µM]	·	·	-5%[12 µM]
CC1=NN(c2ccccc2)C(=O)C1
 : -7%&2%&0%&-9%&1%	-4%	-9%	?	?	-59%[59 µM]	44%	-32%	-8%
C=CCN1C(=O)C(CC(C)C)NC1=S (configuration not stated)
 : 1%&-1%	·	-2%	·	-8%	3%[12.7 µM]	·	·	3%&5%[19.4 µM]
CC[C@@H](C)C(N)C(=O)O (some centres not stated)
 : 2%	·	-1%	·	·	1%[12.7 µM]	·	·	19%[60.1 µM]
Cc1nc2c3ccccc3nc(NNC(=O)CCC(=O)N3CCN(c4cc(Cl)ccc4C)CC3)n2n1
 : -3%	-17%	?	-10%	·	1%[59 µM]	6%	-12%	-16%
O=C(Cn1ccnc1[N+](=O)[O-])NCCO
 : 4%	·	10%[29.3 µM]	·	1%	-30%[21.5 µM]	·	·	-8%[12 µM]
COc1c(O)cc2c(c1O)C1OC(CO)C(O)C(O)C1OC2=O (configuration not stated)
 : ·	-16%	·	18%	0%	7%[59 µM]	·	3%	-1%
CC(C)Cn1cnc2c1c(=O)n(C)c(=O)n2C
 : -4%	-10%	-3%	10%	31%[activator]	19%[59 µM]	-3%	-14%	1%
COc1ccc(NC(=O)Cn2ccn(-c3ccc(C)c(C)c3)c(=O)c2=O)cc1Cl
 : -2%	-7%	5%	38%[activator]	·	1%[59 µM]	-15%	-11%	-9%
CC(=O)[C@@H]1CC[C@@H]2[C@@H]3C[C@H](C)C4=CC(=O)CC[C@@]4(C)[C@H]3[C@H](O)C[C@]21C
 : -10%[21.4 µM]	·	-11%[29.3 µM]	·	·	25%[21.5 µM]	·	·	-8%[19.4 µM]
COC(=O)c1cccnc1
 : -1%&-15%	·	-4%&5%	·	3%&1%	?	·	·	12%&-9%[60.1 µM]
COc1ccc(CN(CCN(C)C)c2ccccn2)cc1
 : 3%	-3%	-11%	9%	14%	-9%[59 µM]	1%	-14%&6%	11%
CCOc1ccc(S(=O)(=O)N2CCCCCC2)c2ccccc12
 : -7%	-16%	40%[activator]	-21%[58.9 µM]	3%	15%[12.7 µM]	3%	15%	-10%
CCCn1ncc(CN2CCCC(C(=O)c3cccc(OC(C)C)c3)C2)c1C (configuration not stated)
 : -1%	-14%	-6%	29%	-5%	·	-1%	5%	-4%
CC(C)(CO)[C@@H](O)C(=O)NCCC(=O)O
 : ·	-5%	·	?	-5%	13%[59 µM]	·	-3%	-35%
COc1cccc(CCc2ccccc2OCC(CN(C)C)OC(=O)CCC(=O)O)c1 (configuration not stated)
 : 1%	·	·	?	·	-2%[12.7 µM]	·	·	-6%[19.4 µM]
O=C1N(c2ccccc2)c2ccccc2C1(Cc1ccncc1)Cc1ccncc1
 : 3%&-4%&4%	-2%[57.1 µM]	-1%	-4%[58.9 µM]	?	13µM*!	2%[57.1 µM]	?	-4%[60.1 µM]
COc1ccccc1OCC(O)COC(N)=O (configuration not stated)
 : -3%&-6%	-16%	1%	13%	-3%	-17%[59 µM]	-3%	5%	-1%
CCCCCCCCO
 : ·	-6%	·	7%	38%&12%	2%[0.501 µM]	·	0%	12%
Cc1c(C(=O)O)c(O)cc2c1C(=O)c1c(O)c([C@H]3O[C@H](CO)[C@@H](O)[C@H](O)[C@H]3O)c(O)c(O)c1C2=O
 : -11%&-14%	·	-6%	79µM*	10µM*!	7.1µM*	·	·	3.2µM*
OC1(c2ccc(Cl)c(C(F)(F)F)c2)CCN(CCCC(c2ccc(F)cc2)c2ccc(F)cc2)CC1
 : -3%	·	4%	·	-6%	·	·	·	?
Cc1coc2c1C(=O)C(=O)c1c-2ccc2c1CCCC2(C)C
 : -18%&-18%&-26%	89µM*	?	?	-10%&-5%&5%&-2%	2.2µM*	22µM*	7.9µM*	?
C=CCSCC=C
 : 6%	·	0%	·	1%	-30%[2.33 µM]	·	·	0%[60.1 µM]
CCCC(NC(C)C(=O)N1C(C(=O)O)CC2CCCCC21)C(=O)OCC (configuration not stated)
 : 3%	·	-4%	·	3%	-33%[2.33 µM]	·	·	-4%[60.1 µM]
CC(=O)O[C@]1(C(C)=O)CC[C@H]2[C@@H]3C=C(Cl)C4=CC(=O)[C@@H]5C[C@@H]5[C@]4(C)[C@H]3CC[C@@]21C
 : 3%	-13%&-4%	·	4%&17%	1%&17%	4%[59 µM]	·	-2%	1%[60.1 µM]
N=C(N=C(N)N)N1CCOCC1
 : -9%[21.4 µM]	-6%	8%[29.3 µM]	-7%	7%	18%[12.7 µM]	·	12%	-4%
Cc1onc(-c2ccccc2Cl)c1C(=O)NC1C(=O)N2C1SC(C)(C)C2C(=O)O (configuration not stated)
 : 3%	·	1%	·	2%	-3%[2.33 µM]	·	·	-4%[60.1 µM]
C=CC(C)(O)CC/C=C(\C)CCC=C(C)C (configuration not stated)
 : -1%	·	?	·	-1%	6%[12.7 µM]	·	·	-4%[19.4 µM]
CN(C)CCCN1c2ccccc2Sc2ccccc21
 : -12%	-12%	3%	?	?	45µM*!	-1%	?	-13%[60.1 µM]
Cc1cc(C)nc(/N=C(\N)Nc2ccc(S(N)(=O)=O)cc2)n1
 : 57%[activator]	-6%	-5%	23%	-1%	?	-27%	-21%	7%
COc1ccc(C(=O)Nc2nc3ccccc3n2CCOc2ccc(Cl)cc2)cc1
 : -11%	-7%	-5%	6%	·	40%[59 µM]	-3%	7%	-8%

Part of the list above, as a markdown table:
| mol | BLM helicase inh | Pol eta inh | Apoferritin bind | POLI inh | APE1 inh | G9a inh | POLB inh | BAZ2B block | POLK inh |
| --- | --- | --- | --- | --- | --- | --- | --- | --- | --- |
| CCCC(NC(C)C(=O)N1C(C(=O)O)CC2CCCCC21)C(=O)OCC (configuration not stated) | 3% | · | -4% | · | 3% | -33%[2.33 µM] | · | · | -4%[60.1 µM] |
| C=CC(C)(O)CC/C=C(\C)CCC=C(C)C (configuration not stated) | -1% | · | ? | · | -1% | 6%[12.7 µM] | · | · | -4%[19.4 µM] |

9 successive records from above:
Order of values: BLM helicase inh	Pol eta inh	Apoferritin bind	POLI inh	APE1 inh	G9a inh	POLB inh	BAZ2B block	POLK inh
Cc1c(C(=O)O)c(O)cc2c1C(=O)c1c(O)c([C@H]3O[C@H](CO)[C@@H](O)[C@H](O)[C@H]3O)c(O)c(O)c1C2=O
 : -11%&-14%	·	-6%	79µM*	10µM*!	7.1µM*	·	·	3.2µM*
OC1(c2ccc(Cl)c(C(F)(F)F)c2)CCN(CCCC(c2ccc(F)cc2)c2ccc(F)cc2)CC1
 : -3%	·	4%	·	-6%	·	·	·	?
Cc1coc2c1C(=O)C(=O)c1c-2ccc2c1CCCC2(C)C
 : -18%&-18%&-26%	89µM*	?	?	-10%&-5%&5%&-2%	2.2µM*	22µM*	7.9µM*	?
C=CCSCC=C
 : 6%	·	0%	·	1%	-30%[2.33 µM]	·	·	0%[60.1 µM]
CCCC(NC(C)C(=O)N1C(C(=O)O)CC2CCCCC21)C(=O)OCC (configuration not stated)
 : 3%	·	-4%	·	3%	-33%[2.33 µM]	·	·	-4%[60.1 µM]
CC(=O)O[C@]1(C(C)=O)CC[C@H]2[C@@H]3C=C(Cl)C4=CC(=O)[C@@H]5C[C@@H]5[C@]4(C)[C@H]3CC[C@@]21C
 : 3%	-13%&-4%	·	4%&17%	1%&17%	4%[59 µM]	·	-2%	1%[60.1 µM]
N=C(N=C(N)N)N1CCOCC1
 : -9%[21.4 µM]	-6%	8%[29.3 µM]	-7%	7%	18%[12.7 µM]	·	12%	-4%
Cc1onc(-c2ccccc2Cl)c1C(=O)NC1C(=O)N2C1SC(C)(C)C2C(=O)O (configuration not stated)
 : 3%	·	1%	·	2%	-3%[2.33 µM]	·	·	-4%[60.1 µM]
C=CC(C)(O)CC/C=C(\C)CCC=C(C)C (configuration not stated)
 : -1%	·	?	·	-1%	6%[12.7 µM]	·	·	-4%[19.4 µM]
